HEK293 tox – cytotoxicity in counter-screen for GLP-1R inverse agonists; actives 0.13% (n = 410,000); HEK293 cAMP-luciferase reporter cells, luminescence, 24 h; Potency, µM (titrated, usually from 38.3 µM), inactives show at the top dose activity change, negative = inhibition, most hits filed as inhibitors;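 also: loss of luciferase light is scored as toxicity; potency is read from the fitted curve at half-maximal effect; % is scaled to controls: 0 for no effect and ±100 for the full control effect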
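1536-well qHTS counterscreen of the MLSMR; 200 cells/uL, 12 h pre-incubation, 23 nL cpd, 24 h at 37 deg C 5% CO2, luciferase detection reagent, 12 min RT, luminescence. Inhibition = undesired.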
DRD3 antagonist – blocks the human D3 dopamine receptor; P35462; actives 2.5% (n = 360,000); D3R cells, DiscoveRx beta-arrestin luminescence, antagonist mode; hits give low values; AID 652054; max response, negative = inhibition, %; in the data active = max response below about -50%; inconclusive = no clear call, values can overlap the other calls; also: % is scaled to controls: 0 for no effect and ±100 for the full control effect; mostly tested at two doses, the higher about 12 µM
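Cells expressing the human receptor were seeded at 1500 cells/well, incubated overnight at 37 degrees C in 5% CO2, then exposed to library compounds with dopamine controls for 90 minutes at 37 degrees C before luminescent detection.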
aSyn rescue – rescues yeast growth from alpha-synuclein toxicity. Yeast expressing alpha-synuclein, growth rescue, BacTiter-Glo, 24 h. Potency, µM (top dose mostly 46.1 µM), for the others: at the top dose growth rescue (activation), actives largely listed as activators. actives 0.14% (n = 370,000). AID 652106; also: potency is read from the fitted curve at half-maximal effect; % of control where 0% means no effect; nearly all actives have a fitted effect of over 65% in size
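Rescue of yeast growth: cells expressing toxic alpha-synuclein, induced in galactose at OD600 0.02, incubated with compound 24 h at 30 C. ATP luminescence quantified growth; inhibitors of toxicity appear as activators.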
TDP-43 yeast inh – rescues yeast growth from TDP-43 toxicity | TDP-43 expressing yeast growth rescue, BacTiter-Glo, 24 h | Potency, µM (highest dose often 46.1 µM), without a hit: at the highest dose growth rescue (activation), hits mostly activators | actives 1.8% (n = 410,000) | AID 652104; also: potency is read from the fitted curve at half-maximal effect; % of control where 0% means no effect; nearly all actives have a fitted effect of over 50% in size
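Yeast cells expressing TDP-43 under galactose induction are exposed to compounds for 24 hr at 30 deg C. BacTiter-Glo luminescence measures growth, so protective compounds score as activators.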
KB-V1 cytotox – KB-V1 MDR subline cytotoxicity; KB-V1 MDR cells viability, CellTiter-Glo, 72 h; Potency, µM (series often up to 46.1 µM), for the others: at the top dose activity change, negative = cytotoxicity, hits mostly cytotoxic; actives 3.4% (n = 400,000); also: potency is read from the fitted curve at half-maximal effect; % is scaled to controls: 0 for no effect and ±100 for the full control effect; nearly all actives have a fitted effect of over 60% in size
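Cytotoxicity via CellTiter-Glo luminescence after 72 h compound exposure at 37 degrees C. Cells: drug-selected KB-V1 line, DMEM phenol-red free plus 10% FBS. Compounds tested at multiple concentrations; normalized data fitted to concentration-effect curves.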
GLP-1R inv ag – acts as inverse agonist at human GLP-1 receptor; P43220; AID 624417; Potency, µM (titrated, usually from 38.3 µM), for the others: at the highest dose activity change, negative = inhibition, actives largely listed as inhibitors; actives 1.6% (n = 410,000); HEK293 GLP-1R CRE-luciferase, luminescence, 24 h; GLP-1R form is constitutively active; also: potency is read from the fitted curve at half-maximal effect; % is scaled to controls: 0 for no effect and ±100 for the full control effect; nearly all actives have a fitted effect of over 55% in size
Target sequence (P43220 whole entry, looked up): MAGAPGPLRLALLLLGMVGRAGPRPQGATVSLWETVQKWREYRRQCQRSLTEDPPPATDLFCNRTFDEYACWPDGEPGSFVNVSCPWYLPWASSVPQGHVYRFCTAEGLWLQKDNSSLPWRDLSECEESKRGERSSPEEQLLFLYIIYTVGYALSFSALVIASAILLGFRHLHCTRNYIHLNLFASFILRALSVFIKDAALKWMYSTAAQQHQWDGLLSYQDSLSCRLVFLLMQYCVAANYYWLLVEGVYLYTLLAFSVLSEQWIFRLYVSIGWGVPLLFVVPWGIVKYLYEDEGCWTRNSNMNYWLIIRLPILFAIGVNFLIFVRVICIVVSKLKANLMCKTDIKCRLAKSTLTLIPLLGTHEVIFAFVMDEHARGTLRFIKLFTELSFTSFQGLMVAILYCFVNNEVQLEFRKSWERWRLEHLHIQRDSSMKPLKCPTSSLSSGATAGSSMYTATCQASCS
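Stable HEK293 clone (constitutively active GLP-1R + cAMP-response luciferase); 200 cells/uL plated, 12 h pre-culture, compound 24 hr, 37 deg C/5% CO2; detection reagent 12 min RT; luminescence.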
GLP1R ag – activates the human GLP-1 receptor. P43220. HEK293 GLP-1R CRE-luciferase, luminescence, 4-6 h; cells express a hypersensitive GLP-1R form. Potency, µM (series often up to 45.6 µM), for the others: at the highest dose activation, actives largely listed as activators. actives 0.007% (n = 380,000); also: potency is read from the fitted curve at half-maximal effect; % of control where 0% means no effect
PTHR1 ag – activates the human parathyroid hormone receptor PTHR1; HEK293 GP2 PTHR1 cells, GloSensor cAMP luminescence, 1 h; Potency, µM (top dose mostly 115 µM), for inactives: at the highest dose activation, most hits filed as activators; actives 0.075% (n = 410,000); also: potency is read from the fitted curve at half-maximal effect; nearly all actives have a fitted effect of over 55% in size; some results filed as inactive show a strong effect at the top dose; inactives centre near -15; many of its hits are not listed in these tables
Target sequence (Q03431 whole entry, looked up): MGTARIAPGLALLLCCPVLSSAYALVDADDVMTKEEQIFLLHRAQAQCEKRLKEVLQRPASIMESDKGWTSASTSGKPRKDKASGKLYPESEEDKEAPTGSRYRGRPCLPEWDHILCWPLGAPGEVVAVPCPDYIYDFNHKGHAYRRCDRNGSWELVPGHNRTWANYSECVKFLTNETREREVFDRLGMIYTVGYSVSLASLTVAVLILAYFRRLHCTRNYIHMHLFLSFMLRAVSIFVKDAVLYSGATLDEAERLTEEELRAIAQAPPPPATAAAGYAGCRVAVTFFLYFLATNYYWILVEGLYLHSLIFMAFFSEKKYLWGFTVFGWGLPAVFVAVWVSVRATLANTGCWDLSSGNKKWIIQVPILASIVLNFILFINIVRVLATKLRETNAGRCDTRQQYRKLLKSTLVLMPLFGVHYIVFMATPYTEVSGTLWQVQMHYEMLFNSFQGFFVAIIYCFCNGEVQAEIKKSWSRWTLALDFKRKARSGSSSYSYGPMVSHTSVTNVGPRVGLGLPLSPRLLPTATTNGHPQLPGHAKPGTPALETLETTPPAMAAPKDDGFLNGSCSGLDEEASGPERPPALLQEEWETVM
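HEK-293-derived GP2 cells expressing PTHR1 and a GloSensor cAMP reporter, 3,000/well, plated overnight, given luciferin plus IBMX (each 0.5 mM as added) for 1 h at 37 °C, then compound for 1 h at 37 °C. Luminescence was read after 15 min at room temperature.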
D3 ag – D3 dopamine receptor (human) agonism. actives 0.58% (n = 410,000). D3R DiscoveRx beta-arrestin cells, luminescence, 90 min. P35462. max activation, %; in the data active = max activation above about 30%; also: 0% is about no effect; mostly tested at two doses, the higher about 12 µM
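Agonist-mode cell screen: cells plated at 1500/well and incubated overnight at 37 °C, then exposed to library compounds for 90 min at 37 °C. Detection reagent was added for 30–60 min at room temperature, and luminescence was read.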
* hit, by the source's call; i = inactive; u = inconclusive; x = not tested or not shown; [ ] = remark or other dose. Unless noted, calls follow the shape of the dose curve; as a rule, active = well fitted curve in the direction sought with a large enough effect; inconclusive = small, poorly fitted or top-dose-only effect, or another doubt; inactive = no such curve, though single readings can be large; an effect the other way counts as inactive or inconclusive. Not all compounds are listed; rates above refer to the full screens.

SMILES | HEK293 tox | DRD3 antagonist | aSyn rescue | TDP-43 yeast inh | KB-V1 cytotox | GLP-1R inv ag | GLP1R ag | PTHR1 ag | D3 ag
NS(=O)(=O)c1ccc(NC(=O)CSc2ncn[nH]2)cc1 | -3.1% | -14.7 | 2.2% | -6.0%[9.22 µM] | 29.8% | 2.0% | 1.5% | i | 4.3
O=C(NCCc1ccc2c(c1)OCCO2)c1cccc(F)c1 | -32.3% | 15.1 | 6.5% | 9.7% | -23.1% | 5.5% | 10.7% | -44.2%[inhibitor] | 1.7
COc1ccc(Nc2nnc(SCC(=O)NC3CCCC3)s2)cc1 | 1.0% | 7.1 | -3.8% | 23.7% | u | -12.1% | 2.0% | -37.0%[inhibitor] | 5.3
COc1ccc(OCCn2cc(/C=N/NC(=O)c3ccncc3)c3ccccc32)cc1 | 18.0% | 2.9 | 1.4% | u | u | -11.6% | 0.0% | -13.1% | 4.0
CCC(C)NC(=O)C1CCN(S(=O)(=O)c2ccc(Br)s2)CC1 (stereo unspecified) | 5.2% | -7.1 | -0.5% | -6.7% | -10.9% | 5.3% | -0.1% | i | 4.2
O=C(NCc1ccco1)C1CCC(CNS(=O)(=O)c2cccc3cccnc23)CC1 (stereo unspecified) | 7.8% | 4.0 | 0.9% | 13.3% | -23.1% | 6.3% | 3.3% | i | 5.1
O=C(CN1CCN(C(=O)c2ccccc2)CC1)Nc1cccc(S(=O)(=O)N2CCCC2)c1 | -1.4% | 25.7 | 3.5% | -16.7% | 6.0% | -4.8% | -10.4% | i | -2.3
COc1ccc(/C=C/C(=O)OC2CCCCC2CN(C)C)cc1 (stereo unspecified) | u | -19.6 | 1.0% | 3.9% | -8.1% | u | 8.0% | i | 4.9
CCOc1ccc(Br)cc1S(=O)(=O)Nc1cccc(S(=O)(=O)N(C)C)c1 | 10.7% | 7.6 | 4.8% | -22.0% | 8.0% | -5.1% | 5.5% | -4.1% | 6.9
Cc1cccc(C)c1OCC(=O)N1CC2(C)CC1CC(C)(C)C2 (stereo unspecified) | -11.9% | 1.0 | 0.4% | 15.1% | u | u | 5.6% | -12.1% | 1.7
CCN(Cc1ccccc1)C(=O)c1cn(-c2cccc(OC)c2)c(=O)c2ccccc12 | -5.5% | x | x | u | x | -15.7% | x | i | 6.2
Cc1ccc(CNC(=O)c2ccc(F)c(S(=O)(=O)N3CCOCC3)c2)cc1 | -6.4% | -1.8 | -4.1% | 14.9% | u | u | 5.5% | -8.4% | -11.8
CCN(CC)c1ccc(Nc2nc(N3CCOCC3)c3ccccc3n2)cc1 | u | 20.9 | 3.0% | u | 2.59µM* | u | -16.5% | i | -20.8
Cc1onc(-c2ccccc2Cl)c1C(=O)NCc1ccc2c(c1)cc(C)n2C | -26.9% | -18.8 | -4.6% | -9.9% | -5.2% | -5.4% | -2.6% | i | -1.1
CCOC(=O)C(CCSC)Nc1nc(Cl)nc(Nc2ccc(Cl)cc2)n1 (stereo unspecified) | 9.0% | -58.1* | 2.6% | 7.6% | -6.1% | -26.3% | -4.3% | i | -12.8
CCS(=O)(=O)Nc1ccc(Cc2ccc(NS(=O)(=O)CC)cc2)cc1 | -16.3% | 22.3 | -1.5% | -19.7% | -13.1% | 0.0% | -9.7% | i | 5.9
CC(=C/c1ccccc1)/C=N/NC(=O)c1cnccn1 | -19.1% | 22.8 | -9.0% | 16.7% | 1.1% | -2.5% | -7.0% | i | -1.3
CC(=O)C1C(c2ccc(Cl)cc2)c2c(n[nH]c2C)CC1(C)O (stereo unspecified) | 0.2% | 5.3 | 2.8% | -8.4% | -13.6% | -0.4% | -4.3% | -18.7% | 0.1
O=C1CCCCCCC1Sc1ccccc1[N+](=O)[O-] (stereo unspecified) | -4.2% | 2.6 | 25.6% | 9.8% | 19.6% | 0.5% | -23.1% | i | 0.0
O=C(COc1ccc([N+](=O)[O-])cc1)Nc1ccccc1C(=O)NC1CC1 | -6.0% | -5.4 | 2.9% | -4.7% | 0.3% | 0.6% | 5.4% | i | 6.1
CCOC(=O)c1nn(-c2cccc(Cl)c2)c(C)c1C(C)=O | -14.1% | 24.3 | 3.2% | u | -7.6% | -8.0% | 0.1% | -16.1% | 2.7
CCOC(=O)c1cccc(S(=O)(=O)N(CCO)Cc2cc3cc(OC)c(OC)cc3[nH]c2=O)c1 | -23.0% | 13.8 | -3.9% | -15.4% | -8.0% | 3.6% | 4.6% | -0.1% | 3.3
COc1ccc(CCNC(=O)Cn2c(-c3nonc3N)nc3ccccc32)cc1OC | -14.8% | 4.6 | 3.3% | 13.5% | -9.6% | 5.0% | -3.3% | -4.4%[57.5 µM] | -0.1
Cc1ccc(OCC(=O)OC2=C(C(=O)c3ccccc3)N(C)S(=O)(=O)c3ccccc32)cc1 | -0.2% | x | x | -30.2%[inhibitor] | u | -16.6% | x | -14.3% | -14.2
Cc1cc2nc(-c3ccc(Cl)cc3)c(CC3CCCCC3)n2c(C)c1Br | -3.5% | 35.2 | -18.3% | 0.0% | 13.2% | u | -0.9% | i | 5.0
COc1ccccc1C(=O)Nc1ccc(OCc2cc(=O)n3cccc(C)c3n2)cc1 | -0.9% | x | x | 9.3% | 3.5% | 10.7% | x | i | 0.4
COc1ccc(-n2ncc3c(Nc4cccc(C)c4)ncnc32)cc1 | -3.9% | 3.2 | 3.6% | -9.2% | -6.0% | -7.5% | -0.8% | -12.6%[57.5 µM] | -1.4
O=C(Nc1ccccc1)NC1CCN(Cc2c(F)cccc2Cl)CC1 | -20.3% | 7.1 | -0.3% | 2.8% | -1.0% | u | -2.4% | -22.0% | -2.5
CC(C)c1ccc(NC(=O)CSC2=Nc3ccccc3C3=NC(CCC(=O)NCc4ccc(F)cc4)C(=O)N23)cc1 (stereo unspecified) | -3.2% | x | x | -1.2% | 1.8% | -2.7% | x | -53.2% | -10.5
O=C(CCc1n[nH]c(=O)[nH]c1=O)N1CCOCC1 | 3.6% | -23.5 | -0.8% | 16.6% | 0.5% | -5.2% | -3.1% | -20.0% | -4.8
CCn1c(CC(=O)Nc2ccc(C)c(Cl)c2)nnc1SCC(=O)Nc1nc(C)cs1 | -15.3% | 12.3 | 9.3% | -21.5% | 0.0% | 1.4% | -9.7% | -10.8%[57.5 µM] | 9.5
Cc1nc(-c2cccc(NC(=O)c3ccc(-n4nccc4C)cc3)c2)cs1 | u | 31.4 | -1.5% | u | u | u | -3.8% | -35.2%[inhibitor] | 3.9
CN(CC(=O)Nc1ccccc1C(F)(F)F)C(=O)COc1cccnc1[N+](=O)[O-] | -12.7% | -16.9 | 3.5% | 28.0% | u | -13.5% | -4.7% | -20.5% | 8.5
CCC(C)Nc1c([N+](=O)[O-])cc(C)cc1[N+](=O)[O-] (stereo unspecified) | -10.0% | 4.0 | -9.4% | 10.1% | 4.4% | 3.6% | -1.6% | -3.0% | -1.2
COc1ccccc1C(=O)NNC(=O)C(=O)Nc1ccc(C)c(Cl)c1 | -2.7% | 1.9 | 10.0% | 18.1% | -0.1% | 11.0% | -1.7% | -8.2% | 7.3
N#CCCN(C(=O)COC(=O)c1cccc(S(=O)(=O)Nc2ccc([N+](=O)[O-])cc2)c1)c1ccccc1 | -7.2% | 0.0 | -3.1% | 0.0% | -13.5% | 19.2% | -0.4% | i | -3.8
CCOC(=O)c1c(NC(=O)CN2CCCCC2)sc2c1CCC(C=O)=C2Cl | -15.3% | u | -2.9% | -16.6% | 0.5% | 4.0% | 6.7% | i | 1.3
CCn1c(C(=O)Nc2ccc(C)cc2C)cc2sc(Cl)cc21 | -0.9% | x | x | 19.8%[9.22 µM] | -0.8% | u | x | -25.2% | -14.6
Cc1cc(C)nc(SCc2cn3c(C)cccc3n2)n1 | 1.0% | 6.8 | 1.6% | 1.5% | -5.5% | 85.3%[activator] | 22.4% | i | 9.7
COc1cc(COCC(O)CN2CCN(Cc3ccc4c(c3)OCO4)CC2)cc(OC)c1OC (stereo unspecified) | 0.5% | -12.9 | -5.6% | -2.1% | -19.4% | u | -1.5% | i | -4.6
Cc1nn(C)c(C)c1S(=O)(=O)NCCc1ccc(Cl)cc1 | 0.3% | 0.5 | 7.0% | 3.3% | -16.7% | -10.5% | 17.1% | i | -8.4
CCOc1ccc(OCC)c(Nc2nc3ccccc3n3nnnc23)c1 | 18.3% | x | x | 22.7% | x | 12.3% | x | u | 5.2
CCOc1cc(S(=O)(=O)NCc2ccc3c(c2)OCO3)ccc1F | -17.5% | -15.2 | -9.5% | 3.3% | -29.8% | u | 3.3% | i | -8.5
CCCCC(NC(=O)Cc1c(C)c2cc3c(-c4ccccc4)coc3c(C)c2oc1=O)C(=O)O (stereo unspecified) | -19.3% | 14.2 | 5.3% | -4.3% | u | 2.8% | 12.6% | -14.2% | 3.1
CC1(C)CCCC2=C1CC1C(=O)N(N)C(=O)C1C2 (stereo unspecified) | 5.4% | -2.0 | -0.7% | -43.6%[inhibitor] | 13.2% | -10.3% | 0.8% | -1.4% | -5.4
COc1ccc(CCN2CC(C(=O)Nc3ccccc3F)CC2=O)cc1OC (stereo unspecified) | 9.9% | 2.8 | -3.1% | -29.0% | 3.0% | 0.5% | 12.2% | -12.9% | 3.6

Assay outcomes (PubChem)
